Screens as filed in PubChem.
ABHD5-PLIN5 inh: blocks binding of human ABHD5 to perilipin-5; Q00G26+Q8WTS1; Split G. princeps luciferase complementation, luminescence, 4 h; inhibition, % at 4 µM; 0.78% of 360,000 active;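 active = inhibition above the mean inhibition across every tested compound plus 3 SD, cut at about 22% in these data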;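 also: 0% = DMSO only wells and the 100% control is not disclosed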
MC4R antag cAMP: antagonists of human melanocortin 4 receptor (MC4R); P32245; MC4R-expressing cells, MTII-stimulated cAMP, LANCE TR-FRET; inhibition, % at 6.5 µM; 0.48% of 360,000 active;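 active = inhibition above its plate's cutoff, the mean of tested wells on that plate plus 3 SD, cut at about 29% in these data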;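 also: 0% = Melanotan II alone and 100% = Melanotan II plus saturating MCL0020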
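Test system: U2OS cells stably expressing human melanocortin 4 receptor (MC4R); also added: Melanotan II challenge; compound: 6.5 µM single dose; timing: 30-min compound preincubation, 1-h Melanotan II challenge, 1-h detection, room temperature; signal: Eu-cAMP/anti-cAMP TR-FRET, emission 671 nm; repeats: one well per compound, no replicates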
Glyco luc inh: N-linked glycosylation inhibition | D54 ERlucT glycosylation luciferase reporter, 24 h; percent of 100 nM tunicamycin response | 0.23% of 360,000 active | AID 588692 | reporter increase, % at 12.5 µM;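 active = mean luciferase reporter signal, scaled so untreated is 0 and the glycosylation-blocking control 100, at or above a set limit in every replicate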;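 also: luciferase carries N-glycosylation sites so blocking glycosylation raises the light; 0% = median of neutral control wells and 100% = median of 100 nM tunicamycin wells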
NOD2-RIPK2 inh: NOD2-RIPK2 protein interaction inhibition; 0.38% of 360,000 active; inhibition, % at 4.98 µM; O43353; CHO BLA complementation NOD2-RIPK2, CCF4 ratio; in the data active = inhibition above about 21%;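 also: 0% = vehicle only and 100% = reference blocker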
MC4R barr agon: human MC4R agonism via beta-arrestin. P32245. U2OS MC4R beta-arrestin complementation, luminescence; percent of melanotan II response, DMSO zero. activation, % at 8.9 µM. 0.98% of 360,000 active. AID 540308;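 active = activation above a per-plate cutoff, the mean activation of sample wells on that plate plus 3 SD, cut at about 8% in these data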
Cardio protect: protects H9c2 cardiomyocytes from peroxide injury; H2O2 injury protection, ATPLite, 2 h; protection from H2O2 cell death, % at 20 µM; 0.63% of 360,000 active; AID 588492;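 active = compounds giving at least 50% protection of heart cells from peroxide-induced death in the single-dose screen, raw or plate-pattern-corrected value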;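 also: 0% = DMSO wells with peroxide and 100% = DMSO wells without peroxide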
m5-HT2A agonist: mouse HTR2A agonism via beta-arrestin recruitment; P35363; CHO-K1 mHTR2A beta-arrestin complementation, luminescence; percent of 30 µM serotonin response; activation, % at 7.6 µM; 0.66% of 360,000 active; AID 624169;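 active = activation above a run cutoff, the mean activation of all tested compounds plus 3 SD, cut at about 14% in these data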;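 also: 0% = plate median of compound wells and 100% = 30 µM serotonin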
SRC2 inh: human SRC2 (NCOA2) inhibition. Q15596. HEK293 GAL4-SRC2 luciferase reporter, luminescence. inhibition, % at 9 µM. 0.17% of 370,000 active. AID 651957;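 active = inhibition above the mean inhibition of all tested compounds plus 3 SD, set per campaign, cut at about 52% in these data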;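 also: 0% = DMSO treated cells and 100% = cells given Gossypol at 36 µM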
Target sequence (Q15596 whole entry, looked up, the tested form may be a part): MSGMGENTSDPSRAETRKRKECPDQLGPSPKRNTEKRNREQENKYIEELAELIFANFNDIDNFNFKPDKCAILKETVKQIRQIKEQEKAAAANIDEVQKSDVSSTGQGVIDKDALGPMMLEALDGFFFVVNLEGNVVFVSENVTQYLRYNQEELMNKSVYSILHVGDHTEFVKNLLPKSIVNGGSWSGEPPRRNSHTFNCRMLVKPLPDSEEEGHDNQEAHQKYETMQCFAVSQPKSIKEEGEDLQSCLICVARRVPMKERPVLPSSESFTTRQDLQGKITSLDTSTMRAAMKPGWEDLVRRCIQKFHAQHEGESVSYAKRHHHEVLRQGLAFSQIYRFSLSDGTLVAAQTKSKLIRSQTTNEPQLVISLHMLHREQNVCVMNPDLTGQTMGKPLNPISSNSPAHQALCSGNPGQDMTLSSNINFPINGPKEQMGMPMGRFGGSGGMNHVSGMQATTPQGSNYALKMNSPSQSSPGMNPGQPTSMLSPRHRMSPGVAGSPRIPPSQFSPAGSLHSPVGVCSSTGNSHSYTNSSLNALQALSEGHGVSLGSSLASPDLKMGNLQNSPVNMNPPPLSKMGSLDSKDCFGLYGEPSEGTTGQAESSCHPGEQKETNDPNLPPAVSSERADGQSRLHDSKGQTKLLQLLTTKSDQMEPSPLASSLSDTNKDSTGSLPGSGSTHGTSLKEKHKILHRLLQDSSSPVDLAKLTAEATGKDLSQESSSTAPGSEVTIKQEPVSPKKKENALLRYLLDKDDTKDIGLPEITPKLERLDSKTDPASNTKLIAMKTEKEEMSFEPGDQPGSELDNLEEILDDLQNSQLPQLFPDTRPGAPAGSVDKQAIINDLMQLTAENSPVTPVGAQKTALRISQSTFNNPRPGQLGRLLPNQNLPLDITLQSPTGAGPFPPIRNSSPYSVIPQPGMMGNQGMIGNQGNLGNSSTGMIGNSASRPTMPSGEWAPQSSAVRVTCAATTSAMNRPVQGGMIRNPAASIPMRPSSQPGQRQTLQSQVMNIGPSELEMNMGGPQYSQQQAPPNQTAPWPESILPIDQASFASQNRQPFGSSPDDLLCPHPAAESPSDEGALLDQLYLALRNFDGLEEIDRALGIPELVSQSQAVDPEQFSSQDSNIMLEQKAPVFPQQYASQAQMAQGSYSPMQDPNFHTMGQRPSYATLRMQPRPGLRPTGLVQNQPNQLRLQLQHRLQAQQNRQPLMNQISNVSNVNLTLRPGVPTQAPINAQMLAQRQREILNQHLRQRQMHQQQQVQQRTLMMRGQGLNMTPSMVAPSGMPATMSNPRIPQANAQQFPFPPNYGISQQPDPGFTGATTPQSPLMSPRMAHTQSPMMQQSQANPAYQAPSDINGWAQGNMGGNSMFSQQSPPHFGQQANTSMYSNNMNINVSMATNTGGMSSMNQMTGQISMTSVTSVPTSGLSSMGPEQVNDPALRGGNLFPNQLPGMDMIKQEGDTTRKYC
TLR9-MyD88 inh: inhibitors of human TLR9-MyD88 binding; Q9NR96+Q99836; CHO BLA complementation TLR9-MyD88, CCF4 FRET ratio; inhibition, % at 4.98 µM; 0.21% of 340,000 active;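 active = inhibition above the mean over all tested compounds plus 3 SD, cut at about 21% in these data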;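 also: 0% = DMSO only wells and 100% = clavulanate BLA inhibitor control wells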
ABCB6 inh MLPCN: inhibitors of human ABC transporter ABCB6; K562-ABCB6 porphyrin accumulation, flow cytometry, 1 h; active compounds read low; fluorescence ratio to DMSO, % at 10 µM; 0.19% of 360,000 active; AID 602162;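 active = fluorescence ratio to DMSO below 75%, the collection mean minus 3 SD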;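 also: signal is porphyrin accumulated inside mitochondria; 100% equals median channel fluorescence of DMSO control wells; lower ratio means ABCB6 inhibition with less porphyrin fluorescence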
Active calls of the source: *; · = no result given.

Preview (6 entries):
SMILES | ABHD5-PLIN5 inh | MC4R antag cAMP | Glyco luc inh | NOD2-RIPK2 inh | MC4R barr agon | Cardio protect | m5-HT2A agonist | SRC2 inh | TLR9-MyD88 inh | ABCB6 inh MLPCN
Cc1ccc(C)c(OCCCC(=O)NC2CCCCC2)c1 | 3 | 2 | 1 | 1 | -0.3 | 6 | -6 | 7 | -1 | 101
CCC(=O)N1CC2(CC(c3cccc([N+](=O)[O-])c3)=NO2)C[C@H]1C(=O)NCC(N)=O (some centres not stated) | 0 | 7 | 3 | -1 | 0.1 | 5 | 6 | 2 | 1 | 102
N#CCCn1cc(C(CC(=O)c2ccccc2)C(=O)O)c2ccccc21 (configuration not stated) | 0 | 2 | 0 | -9 | -0.3 | -3 | -3 | -20 | -9 | 95
COc1ccc(NC(=O)CSc2nnc(Cn3c(=O)sc4ccccc43)n2C)c(OC)c1 | -3 | 2 | -7 | -9 | -0.9 | -16 | 4 | -16 | -1 | 101
COc1cc(C(=O)NCC(C)(C)CNC(=O)c2cc(OC)c(OC)c(OC)c2)cc(OC)c1OC | 6 | -22 | -3 | -1 | 0.9 | 9 | -4 | -48 | -1 | 98
COC(=O)[C@@H](c1ccccc1)N(C)S(=O)(=O)c1cccc(S(=O)(=O)N(C)[C@@H](C(=O)OC)c2ccccc2)c1 | 1 | 2 | -6 | -2 | 0.1 | 0 | -5 | 26 | -7 | 90

Results (from the top)
SMILES | ABHD5-PLIN5 inh | MC4R antag cAMP | Glyco luc inh | NOD2-RIPK2 inh | MC4R barr agon | Cardio protect | m5-HT2A agonist | SRC2 inh | TLR9-MyD88 inh | ABCB6 inh MLPCN
Cc1ccc(C)c(OCCCC(=O)NC2CCCCC2)c1 | 3 | 2 | 1 | 1 | -0.3 | 6 | -6 | 7 | -1 | 101
CCC(=O)N1CC2(CC(c3cccc([N+](=O)[O-])c3)=NO2)C[C@H]1C(=O)NCC(N)=O (some centres not stated) | 0 | 7 | 3 | -1 | 0.1 | 5 | 6 | 2 | 1 | 102
N#CCCn1cc(C(CC(=O)c2ccccc2)C(=O)O)c2ccccc21 (configuration not stated) | 0 | 2 | 0 | -9 | -0.3 | -3 | -3 | -20 | -9 | 95
COc1ccc(NC(=O)CSc2nnc(Cn3c(=O)sc4ccccc43)n2C)c(OC)c1 | -3 | 2 | -7 | -9 | -0.9 | -16 | 4 | -16 | -1 | 101
COc1cc(C(=O)NCC(C)(C)CNC(=O)c2cc(OC)c(OC)c(OC)c2)cc(OC)c1OC | 6 | -22 | -3 | -1 | 0.9 | 9 | -4 | -48 | -1 | 98
COC(=O)[C@@H](c1ccccc1)N(C)S(=O)(=O)c1cccc(S(=O)(=O)N(C)[C@@H](C(=O)OC)c2ccccc2)c1 | 1 | 2 | -6 | -2 | 0.1 | 0 | -5 | 26 | -7 | 90
CN(CC(=O)Nc1ccccc1Cl)C(=O)COC(=O)c1ccc(C(F)(F)F)cc1 | 2 | 3 | 2 | -5 | 0.1 | -10 | -2 | 15 | -1 | 99
CCOC(=O)C1(C)CCCCN1C(=O)c1ccco1 (configuration not stated) | -6 | 3 | 3 | -15 | -0.5 | 4 | 6 | 17 | · | 99
O=C(NC(=S)N1CCCCCC1)c1ccccc1 | -3 | 1 | 0 | -2 | -1.9 | 4 | 7 | -6 | -11 | 99
CCn1ncc(NC(=O)Nc2cccc(C(F)(F)F)c2)c1C(N)=O | 4 | 8 | -3 | -5 | 0.8 | -5 | -3 | 11 | 2 | 99
Cc1nnc(SCC(=O)NC(=O)NCCC(C)C)s1 | 4 | 2 | 2 | -4 | 2.4 | 5 | 1 | 15 | · | 92
O=C(COC(=O)c1ccccc1Cc1ccccc1)NC1CCS(=O)(=O)C1 (configuration not stated) | -5 | -8 | -1 | -13 | 3.5 | -1 | 3 | -21 | 1 | 90
Cc1cc(C)n2nc(C(=O)N/N=C/c3cccc(Cl)c3)nc2n1 | -3 | 22 | -2 | -15 | 0.1 | 4 | 1 | 0 | -4 | 96
Cc1nc(NC(=O)CSc2nnc(C)n2CC2CCCO2)sc1C (configuration not stated) | -6 | 1 | 2 | 0 | -1.9 | -2 | -5 | 8 | 4 | 96
CC1CCCCN1Cc1nc2c(c(=O)n(C)c(=O)n2C)n1CCCc1ccccc1 (configuration not stated) | -5 | -8 | 0 | -27 | 1.4 | 18 | 9 | -16 | 11 | 92
CCN(CC)S(=O)(=O)c1ccc(N2CCOCC2)c(NC(=O)c2cc3ccccc3o2)c1 | 5 | 15 | -5 | -13 | 0.4 | 4 | -1 | -22 | -2 | 93
CCCc1ccc(S(=O)(=O)NCC2CCCN2CC)cc1 (configuration not stated) | -3 | -1 | -3 | -1 | -1.0 | -5 | -8 | 11 | -4 | 97
O=C(Nc1ccc(Cl)cc1C(=O)NCCN1CCOCC1)c1ccco1 | 8 | 7 | 4 | -16 | -0.4 | 0 | 6 | 0 | 7 | 98
CN(C)CCNc1ccc(CO)c2oc3ccc(O)cc3c(=O)c12 | 6 | -9 | -5 | -4 | -2.5 | 13 | -2 | -109 | 2 | 107
CC(NC(=O)c1ccc(-c2ccccc2)cc1)C(c1ccccc1)N1CCOCC1 (configuration not stated) | 9 | 3 | -2 | -5 | -1.3 | 4 | -2 | 1 | 4 | 96
CCN1CCN(S(=O)(=O)c2ccc(C(C)(C)C)cc2)CC1 | -6 | 17 | 3 | 2 | 1.5 | 0 | 4 | -25 | -10 | 100
COCCNCc1cc(C)n(-c2cc(S(=O)(=O)N3CCOCC3)ccc2N2CCCC2)c1C | -8 | 13 | -3 | 1 | -0.8 | 15 | 2 | 5 | -5 | 101
Cc1cc(C(=O)N2CCC(Cc3ccccc3)CC2)ccc1[N+](=O)[O-] | 6 | -4 | -5 | -8 | -1.1 | -6 | 2 | -9 | -14 | 100
COc1ccc2nc(-c3ccco3)c(-c3ccco3)nc2c1 | 17 | 0 | 33* | -6 | 0.0 | 5 | -2 | 23 | -6 | 103
Cc1nc(N2CCCCC2)sc1C(=O)c1ccc(SCCO)c([N+](=O)[O-])c1 | 4 | 18 | -5 | 4 | -0.2 | 3 | 4 | 11 | -8 | 93
(next part)
SMILES | ABHD5-PLIN5 inh | MC4R antag cAMP | Glyco luc inh | NOD2-RIPK2 inh | MC4R barr agon | Cardio protect | m5-HT2A agonist | SRC2 inh | TLR9-MyD88 inh | ABCB6 inh MLPCN
O=C(Nc1cccc(Br)c1)c1cc(S(=O)(=O)N2CCOCC2)cs1 | 0 | 10 | 2 | -3 | 0.2 | -7 | 2 | -4 | 3 | 90
CCOC(=O)c1nnc(-c2ccccc2)nc1Sc1c(Cl)cccc1Cl | 7 | 7 | 14 | -3 | -1.3 | -23 | 8 | 17 | 7 | 89
CC(=O)c1ccc(OC2(C)CCN(Cc3ccc4ccccc4c3)C2)cc1 (configuration not stated) | 3 | 5 | -1 | -4 | -0.7 | -5 | -3 | -37 | · | 96
O=C(Cn1c(=O)oc2cc(S(=O)(=O)N3CCCCC3)ccc21)N1CCc2ccccc2C1 | 6 | 10 | -3 | -5 | -0.2 | 5 | -3 | 16 | 16 | 99
COc1cccc(-n2c(SCC(=O)NC(C)(C)C)nnc2-c2ccoc2C)c1 | 0 | 14 | 2 | -2 | -2.3 | 9 | 2 | -11 | -3 | 86
CC1(C)C(C=C(Cl)Cl)C1C(=O)NC(O)C(=O)c1ccccc1 (configuration not stated) | -2 | 4 | -2 | -13 | -1.1 | 0 | 1 | -13 | 3 | 99
CC(=O)c1cc(CC=C(C)C)c(O)cc1O | 2 | 0 | -2 | 6 | 1.9 | -9 | 0 | -5 | -5 | 95
CC(=O)NN1C(=O)/C(=C\c2ccc(O)cc2)SC1=S | -3 | -17 | -1 | 4 | 0.0 | -1 | -1 | -11 | 1 | 123
CCC1(C(=O)O)NC(c2cccc(OC)c2O)C2C(=O)N(c3ccccc3)C(=O)C21 (configuration not stated) | 2 | -1 | 2 | -9 | -0.7 | -3 | 6 | -2 | 8 | 100
O=C(Nc1ccccn1)c1ccc2c(c1)S(=O)(=O)c1ccccc1C2=O | 3 | 2 | 1 | -4 | -0.6 | 14 | 1 | 12 | -3 | 99
CCOc1ccc(OCCOC(=O)C2CCN(S(=O)(=O)c3ccc(C)c(C)c3)CC2)cc1 | 3 | -1 | 0 | -2 | -1.7 | -2 | 1 | -15 | -4 | 91
COc1ccccc1NC(=O)NCCCCc1ccccc1 | 6 | 9 | -3 | 1 | 2.2 | 0 | -3 | -1 | -2 | 102
Cc1ccc(Cl)cc1NC(=O)N[C@@H](C)C(=O)O | 0 | -6 | 2 | 3 | -1.9 | 4 | 6 | -32 | 5 | 115
CC(C)CC1C(C#N)=C(N)OC2=C1C(=O)CC(c1ccccc1)C2 (configuration not stated) | -3 | 4 | 0 | -1 | -0.9 | -3 | -3 | 8 | -1 | 98
COc1ccc(S(=O)(=O)N2CC(C)OC(C)C2)cc1C(=O)N1CCCCC1 (configuration not stated) | -4 | 17 | -2 | 1 | -2.5 | 8 | 2 | -3 | 2 | 100
CNC(=O)COC(=O)c1ccccc1Nc1ccccc1 | 7 | 14 | 2 | -5 | -2.7 | 5 | -3 | 9 | -1 | 101
C[C@@H]1O[C@@H](OCCC(=O)O)[C@H](O)C[C@H]1O | 4 | 11 | 0 | -1 | -0.4 | 2 | 5 | 8 | -8 | 105
O=S(=O)(c1ccc(Oc2ccccc2)cc1)N1CCOCC1 | 4 | 14 | 4 | -4 | -1.5 | -6 | -2 | 17 | -2 | 99
O=c1[nH]c(/C(Cl)=C/c2cccc(F)c2)nc2cc(C(F)(F)F)ccc12 | 0 | -3 | 15 | -2 | 0.0 | -20 | 6 | 29 | 2 | 102
COc1ccc(CCn2c(-c3ccc(C(C)(C)C)cc3)n[nH]c2=S)cc1OC | -7 | 5 | 3 | 2 | -3.0 | -3 | -3 | -7 | -11 | 91
Cc1ccc(N(C(C)C(=O)N2CCCC2)S(C)(=O)=O)cc1 (configuration not stated) | -1 | 12 | 1 | -7 | -0.8 | 0 | 7 | 10 | 0 | 97
CC(=O)NS(=O)(=O)c1ccc(NC(=S)Nc2ccccc2)cc1 | -6 | 5 | 1 | -2 | 0.2 | 4 | -2 | -2 | -1 | 96
O=C(OCc1ccccc1)N1CCC2CC1c1cc(N3CCNCC3)ccc12 (configuration not stated) | 5 | 3 | 0 | -10 | -1.1 | -12 | 0 | -18 | 5 | 95

This is a subset; the hit share may differ from the screen's.
